Screening results (PubChem BioAssay)
BRCA1 expr act – activators of BRCA1 expression | MCF7-BRCA1-FFLuc reporter, luminescence, 48 h; response scale: scaled: vehicle 0%, 10 µM genistein 100% | Potency, µM (top dose mostly 46.1 µM), for the others: at the top dose activation, actives largely listed as activators | 380,000 compounds, 1.1% hits; also: potency is read from the fitted curve at half-maximal effect; nearly all actives have a fitted effect of over 80% in size; some results filed as inactive show a strong effect at the top dose
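MCF7-BRCA1-FFLuc cells, 2000/well in phenol-red-free MEM, attached 2 h then treated 48 h at 37 C. Luciferase luminescence read 15 min after reagent; normalized to genistein maximum activation (10microM) and DMSO, concentration-response fitted.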
p53 reactivator – restores transcriptional activity of mutant p53; H1299 p53-A138V BP100-luciferase reporter, luminescence, 24 h; Potency, µM (top dose mostly 92.2 µM), for inactives: at the top dose activity change, positive = activation, usual class: activators; 320,000 compounds, 0.063% hits; also: potency is read from the fitted curve at half-maximal effect; % of control where 0% means no effect; nearly all actives have a fitted effect of over 45% in size
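p53-null H1299 cells stably carrying temperature-sensitive p53-A138V and a BP100-luciferase reporter were pinned with compounds (4-point, 1:5 series) and held 24 hrs at 37 deg C. Luminescence was read 10 min after detection reagent.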
PTAP TSG101 blk – blocks PTAP/TSG101 interaction to inhibit HIV-1 budding; Potency, µM (series often up to 115 µM), for the others: at the highest dose activity change, negative = inhibition, usual class: inhibitors; 340,000 tested, under 10 active; AID 493005; Fluorescence polarization, FITC-PTAP peptide / Tsg101 binding; Q99816; active = well fitted inhibition curve with a large enough effect in the main read-out, with a control signal flat, not every such curve was filed as active; inconclusive = small, poorly fitted or top-dose-only effect, or effect the other way, or a change in a side signal; inactive = no such curve, though single readings can be large or run the other way; also: potency is read from the fitted curve at half-maximal effect; % of control where 0% means no effect
Target sequence (Q99816 whole entry, looked up): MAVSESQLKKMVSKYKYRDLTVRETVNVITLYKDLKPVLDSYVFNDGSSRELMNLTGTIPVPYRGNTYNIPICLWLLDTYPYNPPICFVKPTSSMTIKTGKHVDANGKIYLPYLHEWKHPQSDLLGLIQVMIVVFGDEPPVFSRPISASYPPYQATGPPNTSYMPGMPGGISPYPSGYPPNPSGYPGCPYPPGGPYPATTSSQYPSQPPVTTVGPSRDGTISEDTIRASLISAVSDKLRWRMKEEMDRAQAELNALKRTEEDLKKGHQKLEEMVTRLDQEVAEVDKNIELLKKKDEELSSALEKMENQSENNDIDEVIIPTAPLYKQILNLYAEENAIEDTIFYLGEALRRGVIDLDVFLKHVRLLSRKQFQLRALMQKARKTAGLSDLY
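Compounds were pin-transferred onto Tsg101 binding domain (10 uM final) in HEPES pH 7.5 buffer, then FITC-PTAP peptide was added at 50 nM final. After 20 min at RT, polarization reported peptide displacement across a qHTS concentration series.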
TRPV1 agonist – human TRPV1 agonism. Q8NER1. activation, % at 8.33 µM. 320,000 compounds, 0.19% hits. TRPV1-expressing cells, Fluo-8 calcium influx, agonist mode; in the data active = activation above about 80%; inconclusive = between about 30% and that limit; also: 0% is about no effect
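Cells expressing TRPV1 were dye-loaded with Fluo-8 and read kinetically: 10 s baseline, 3 min after compound (agonist portion), then 2 min after EC20 capsaicin (allosteric enhancer portion). Calcium-bound dye fluorescence at 480/520 nm.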
A-T KAP1 phos – potential ataxia-telangiectasia treatments restoring KAP-1 phosphorylation | Potency, µM (highest dose often 57.5 µM), for the others: top-dose activation, usual class: activators | […] A-T fibroblasts, KAP-1 phosphorylation AlphaLISA; neocarzinostatin DNA damage 30 min before lysis | 320,000 compounds, 0.19% hits; also: potency is read from the fitted curve at half-maximal effect; % of control where 0% means no effect; nearly all actives have a fitted effect of over 45% in size
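hTERT-immortalized A-T patient fibroblasts ([…]), 500 cells/well in OPTI-MEM, 1% FBS, got compounds for 60 min, then NCS for 30 min at 37C. Lysates were then assayed for phospho-KAP-1 by AlphaLISA (anti-pKAP1 donor, anti-KAP1 acceptor beads), 6 hr at 25C.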
a7 integrin act – activates integrin-mediated alleviation for muscular dystrophy; alpha7betagal myoblasts, beta-gal FDG fluorescence, 48 h; Potency, µM (series often up to 38.3 µM), without a hit: top-dose activation, actives largely listed as activators; 350,000 compounds, 0.064% hits; AID 624291;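 also: potency is read from the fitted curve at half-maximal effect; 100% = response of the positive control SU9516; nearly all actives have a fitted effect of over 60% in size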
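Alpha7betagal+/- myoblasts (passage 13) were plated 16-24 hr, then exposed to compounds (1:260 dilution of DMSO stock) for 48 hours at 37C. After MPER lysis, β-galactosidase reporter activity was read as FDG fluorescence (ex 480/em 540) after 30 minutes.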
MLL CXXC-DNA inh – MLL CXXC-DNA interaction inhibition; Q03164; MLL-CXXC / FITC-HOXA9 DNA fluorescence polarization; Potency, µM (top dose mostly 115 µM), without a hit: at the top dose activity change, negative = inhibition, actives largely listed as inhibitors; 290,000 compounds, 0.037% hits; active = well fitted inhibition curve with a large enough effect in the polarisation, with a control signal flat, not every such curve was filed as active; inconclusive = small, poorly fitted or top-dose-only effect, or effect the other way, or a change in a side signal; inactive = no such curve, though single readings can be large or run the other way; the % refers to the polarisation; also: potency is read from the fitted curve at half-maximal effect
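Steps: dispense CXXC domain solution (7 uM) → pin compounds or unlabeled HOX-A9 DNA control → 5 min ambient → add FLSN-HOX-A9 solution (50 nM) → spin → 30 min ambient → fluorescence polarization. Tris pH 7.5/NaCl/DTT/BSA buffer.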
ELG1 repair inh – ELG1-dependent DNA repair inhibition | 330,000 compounds, 2.3% hits | HEK293T ELG1-luciferase reporter, luminescence, 16 h; DNA damage induced by 5-fluorouridine | Potency, µM (titrated, usually from 46.1 µM), inactives show top-dose activity change, negative = inhibition, usual class: inhibitors; also: potency is read from the fitted curve at half-maximal effect; % is scaled to controls: 0 for no effect and ±100 for the full control effect; nearly all actives have a fitted effect of over 55% in size
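DMSO vehicle served as the neutral condition. Each well held 2,000 cells given 5-fluorouridine plus compound; after 16 hr at 37 °C/5% CO2, ONE-Glo was added and luciferase measured 30 min later.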
TCR activator – activates T cell receptor signaling. primary human leukocytes, anti-CD3, IL-2 HTRF, 48 h. Potency, µM (doses to about 9.22 µM), for the others: at the highest dose activation of IL-2 secretion, hits mostly activators. 330,000 tested, under 10 active; also: % of control where 0% means no effect
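IL-2 produced over 48 hr by a-CD3 bead-stimulated primary human leukocytes exposed to compounds was detected with a homogeneous time-resolved FRET immunoassay, 665nm acceptor signal after 320nm excitation.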
B2AR arrestin – agonists driving beta-arrestin recruitment to human beta2-adrenergic receptor; P07550; beta-arrestin recruitment to beta2AR, cell-based reporter; Potency, µM (highest dose often 46.1 µM), inactives show top-dose activation, hits mostly activators; 330,000 compounds, 0.02% hits; AID 492947;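 also: potency is read from the fitted curve at half-maximal effect; 0% = DMSO controls and full agonism = EC100 isoproterenol or metaproterenol; nearly all actives have a fitted effect of over 65% in size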
Target sequence (P07550 whole entry, looked up): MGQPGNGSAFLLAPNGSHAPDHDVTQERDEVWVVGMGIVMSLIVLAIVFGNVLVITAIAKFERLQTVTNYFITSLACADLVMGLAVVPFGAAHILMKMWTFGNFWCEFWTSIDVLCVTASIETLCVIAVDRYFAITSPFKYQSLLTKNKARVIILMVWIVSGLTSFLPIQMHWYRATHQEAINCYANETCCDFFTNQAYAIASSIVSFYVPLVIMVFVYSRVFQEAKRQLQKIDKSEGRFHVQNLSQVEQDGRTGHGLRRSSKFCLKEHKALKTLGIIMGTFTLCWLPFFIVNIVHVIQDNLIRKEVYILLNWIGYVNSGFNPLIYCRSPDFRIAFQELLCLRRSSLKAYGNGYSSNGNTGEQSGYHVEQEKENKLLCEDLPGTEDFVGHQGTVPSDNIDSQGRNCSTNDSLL
* = called active by the depositor; ? = inconclusive; . = not tested or not shown; [ ] = dose if it differs, or a comment. Unless noted, calls follow the shape of the dose curve; as a rule, active = well fitted curve in the direction sought with a large enough effect; inconclusive = small, poorly fitted or top-dose-only effect, or another doubt; inactive = no such curve, though single readings can be large; an effect the other way counts as inactive or inconclusive.

Molecule	BRCA1 expr act	p53 reactivator	PTAP TSG101 blk	TRPV1 agonist	A-T KAP1 phos	a7 integrin act	MLL CXXC-DNA inh	ELG1 repair inh	TCR activator	B2AR arrestin
Cc1ccc(S(=O)(=O)N2CCC(CN3C(=O)c4cccc5cccc(c45)C3=O)CC2)cc1	-24%	-4%	-3%	-1	-5%	-15%	20%	0%	2%	-0.9%
c1ccc(COc2cccc(CN3CCN(c4ccccn4)CC3)c2)cc1	-33%	.	.	4	.	-2%	7%	.	.	.
O=C(COc1ccc(Br)cc1)NCc1cn2ccccc2n1	-1%	-2%	-1%	20	10%	-17%	6%	-5%	-73%	-1.4%
COc1ccc(/C=N\NC(=O)c2ccc(F)cc2)cc1COc1cc(F)ccc1[N+](=O)[O-]	-42%	-5%	0%	0	.	28%	-3%	21µM*	-2%	0.2%
CCc1cc2c(CN3CCN(CCO)CC3)cc(=O)oc2cc1O	6%	6%	-2%	1	-6%	4%	1%	4%	-13%	-1.6%
Nn1c(N2CCCCC2)nc2ccccc21	38%	1%	-7%	-2	.	1%	-4%	?	-3%	-0.2%
NC(=O)CC(NC(=O)c1ccc(Br)cc1)c1ccc(N2CCC(Br)CC2)c([N+](=O)[O-])c1 (stereo not given)	-36%	-1%	-6%	2	-18%	-36%	26%	-6%	1%	-0.1%
COc1ccccc1NC(=O)Nc1nc(CC(=O)Nc2ccc(N(C)C)cc2)cs1	49%	15%	-2%	-3	-2%	4%	.	-5%	3%	0.4%
COc1ccc(C(=O)O/N=C(\N)c2ccccn2)c(OC)c1	-66%[inhibitor]	1%	0%	5	-11%	7%	-14%	?	3%	-0.3%
Cc1cccc(-c2ncc(CN3CCN(C4CCCC4)C(CCO)C3)cn2)c1 (stereo not given)	0%	1%	1%	10	-3%	4%	-4%	12%	0%	0.0%
Cc1ccc(CCNC(=O)CCCn2nc(C)c3c(C)n(-c4ccc(C)cc4)nc3c2=O)cc1	0%	5%	-1%	0	3%	37%	-3%	-1%	-10%	-0.4%
CCOc1cccc(C(=O)Nc2nnc(-c3cccs3)s2)c1	62%	17%	-1%	-3	2%	9%	21%	?	2%	0.3%
O=C(NC1CC2CCC(C1)N2Cc1ccccc1)c1cccc(F)c1 (stereo not given)	-40%	12%	-1%	4	3%	-7%	6%	3%	1%	0.1%
CCOc1ccc(NC(=O)COC(=O)CNC(=O)c2ccc(-c3ccccc3)cc2)cc1	1%	13%	-3%	0	-2%	40%	.	0%	1%	0.0%
CCCc1cc(=O)oc2cc(OCC(=O)N3CCN(C(=O)C4COc5ccccc5O4)CC3)ccc12 (stereo not given)	-7%	-6%	-4%	3	0%	2%	43%[activator]	3.7µM*	-1%	0.0%
COc1cc(C(=O)Nc2ccc(-c3nc4cc(C)ccc4o3)c(O)c2)cc(OC)c1OC	-75%	-4%	4%	0	0%	11%	-3%	?	-9%	-3.2%
CCCc1cc(C(=O)N2CCN(c3ccc(C(F)(F)F)cn3)CC2)sc1C	-76%	13%	-1%	?	-5%	-10%	5%	?	1%	0.0%
O=C(CCC(=O)Nc1ccccc1Cl)NNC(=S)Nc1ccccc1C(F)(F)F	0%	0%	-3%	0	2%	0%	22%	10%	2%	-0.4%
COc1ccc(OCC(=O)NC2CCCc3ccccc32)cc1 (stereo not given)	-24%	-3%	1%	7	-4%	?	0%	?	-11%	-0.2%
CCOC(=O)C(C)(C)N(Cc1ccc(C)cc1)S(=O)(=O)c1ccc(Cl)c([N+](=O)[O-])c1	-100%[inhibitor]	-37%[inhibitor]	-1%	-3	-7%	-29%	-11%	?	9%[46.1 µM]	-1.1%
Cc1ccc(OCC(=O)Nc2ccc(O)c(C(=O)O)c2)cc1C	-27%	0%	8%	1	6%	-12%	-2%	18%	1%	0.0%
CC1CCc2nn(CC(=O)NCCCN3CCOCC3)cc2C1 (stereo not given)	-14%	0%	-1%	0	-6%	5%	7%	17%	0%	-0.1%
COc1cc(C(=O)N[C@@H](C)C(=O)NCc2ccco2)cc(OC)c1OC	1%	3%	-3%	-5	-27%	10%	15%	10%	3%	0.7%
Cc1ccc(-n2nnnc2SCC(=O)c2c(N)n(C3CC3)c(=O)[nH]c2=O)cc1	2%	0%	-1%	7	-2%	-13%	.	3%	.	0.1%
Cc1ccccc1-c1nc(P(=O)(c2ccccc2)c2ccccc2)c(N2CCOCC2)o1	-18%	4%	-1%	?	6%	4%	-1%	?	-6%	-0.3%
O=C(Cn1[nH]c(=O)c2ccccc2c1=O)NC1CCCCCC1	82%	25%	-4%	0	0%	1%	1%	?	1%	0.1%
Cn1c(=O)cc(OCCCC(=O)NCCN2CCN(c3ccccc3F)CC2)c2ccccc21	-11%	-7%	-4%	-2	1%	-16%	-4%	?	1%	-1.1%
Cc1ccccc1S(=O)(=O)Cc1ccc(C(=O)N2CCN(C3CCCCC3)CC2)o1	-43%	-3%	-1%	1	-7%	7%	-6%	-10%	-8%[46.1 µM]	4.4%
CC(Nc1ccc(Br)cn1)c1cc(Cl)ccc1O (stereo not given)	-36%	6%	-2%	1	13%	?	?	11%	2%	-0.4%
COc1ccc(N(CC(=O)Nc2ccc(C)cn2)S(=O)(=O)c2c(C)nn(C)c2C)cc1	-27%	8%	-5%	.	11%	16%	-17%	-8%	1%	0.0%
O=C(c1ccco1)N1CCN(C(=O)c2cc(-c3ccccn3)nc3ccccc23)CC1	12%	1%	-3%	3	4%	-30%	18%	?	2%	-0.9%
COc1ccc(NC(=O)CN(C)S(=O)(=O)c2ccccc2)cc1	55%	?	-6%	1	.	12%	-16%	?	7%	0.0%
CSCCC(NC(=O)c1cccc(S(=O)(=O)N2CCOCC2)c1)c1nc2ccccc2[nH]1 (stereo not given)	-2%	-8%	-2%	7	1%	16%	.	2%	2%	0.0%
CC1CCCCN1C(=O)CSc1nnc(-c2ccccc2O)o1 (stereo not given)	?	?	0%	?	0%	-14%	6%	?	-2%	-0.5%
Cc1csc2ncc(C(=O)Nc3ccccc3F)c(=O)n12	-24%	?	-8%	3	5%	28%	-4%	?	-1%	0.3%
O=C(NC(=O)c1cc(OCC(F)(F)F)ccc1OCC(F)(F)F)Nc1ccccc1	-4%	3%	-6%	?	4%	8%	4%	-24%	-4%	0.1%
O=c1[nH]c(-c2ccccc2)cnc1-c1ccccc1	134%	.	0%	.	.	41%	.	.	-5%	.
CC(=O)Nc1ccc2c(c1)c1ccccc1n2C(C)=O	-2%	-13%	-5%	-3	2%	-8%	7%	-11%	0%[46.1 µM]	0.2%
COc1cc(C(=O)Oc2cccc(C)c2)cc(OC)c1OC	-1%	3%	-2%	7	-10%	10%	6%	-26%	-1%	0.1%
CCOC(=O)N/N=C\C=C\c1ccc2c(c1)OCO2	4.5µM*	?	-2%	25	1%	7%	16%	?	-10%	-0.5%
CN(C)S(=O)(=O)N1CCc2ccccc21	-8%	-2%	-7%	0	11%	-2%	1%	10%	11%	0.0%
Cc1ccccc1OCC(=O)Nc1ccccc1N1CCC(C)CC1	-22%	10%	-3%	14	11%	-9%	1%	?	3%	0.3%
COC(=O)c1ccccc1NC(=O)NCc1ccccc1	0%	-4%	-1%	3	-2%	11%	7%	14%	3%	0.3%
CCCOc1cccc(NC(=O)OC2CCN(C)CC2)c1	-19%	-9%	-2%	5	-12%	15%	16%	0%	-1%[46.1 µM]	-1.6%
CCOCCCNC(=S)Nc1ccc(Br)cc1Cl	40%	8%	-3%	5	5%	2%	-8%	27%	1%	3.2%
O=C(O)CCC(=O)NNC(=O)CCC(=O)Nc1ccccc1	16%	-3%	-4%	-2	2%	38%	9%	1%	-8%	-0.3%
CC(=O)N1N=C(c2ccc(C)cc2)OC1c1ccc(C(C)C)cc1 (stereo not given)	7.9µM*	?	-1%	29	12%	-30%	6%	?	2%	-0.4%
FC(F)(F)COc1ccc(-c2nnc(SCc3ccccc3)o2)cn1	11%	0%	0%	19	0%	9%	1%	?	-1%	0.2%
C=CCSc1nc(N)c2c3c(sc2n1)CN(C)CC3	2%	1%	-1%	0	3%	?	17%	?	-5%	0.4%
O=C(C1CCN(S(=O)(=O)N2CCC3(CC2)OCCO3)CC1)N1CCCCC1	8%	-2%	-2%	-2	2%	5%	5%	7%	-2%	-0.9%

The order is random. Share with any hit: about 3.8%.
